From PubChem
sdo1 growth: sdo1-depleted yeast growth rescue; z-score at 10 µM; S. cerevisiae sdo1-depleted JHY4D growth rescue, OD600 30 h; stronger effect = higher value; pdr5 snq2 efflux-pump mutant strain; 140,000 tested, 0.21% active;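 active = z-score above 3 at both the 24 hr and the 30 hr optical density reads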;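 also: z-score against mean and SD of all compound wells on the same plate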
Insulin prom inh: TRM-6 insulin promoter activity inhibition. TRM-6 cells (human fetal islet line), insulin promoter-eGFP reporter, imaging; reporter expression induced with tamoxifen. inhibition, % at 2 µM. 130,000 tested, 0.9% active;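 active = inhibition above the mean plus 3 SD, with well images judged a real hit on visual review, cut at about 60% in these data, passing the limit was not always enough; inconclusive = inhibition over the cutoff but images rejected on review; inactive = inhibition not above the cutoff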
sdo1 growth Rescue 24 h: second read-out of sdo1 growth, no call of its own (marks repeat the call); z-score; S. cerevisiae sdo1-depleted JHY4D growth rescue, OD600; measured here: growth rescue at 24 h;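 0 is the plate mean of compound wells and units are plate SD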
* marks the source's active call; other numbers are inactive results; ? = inconclusive; . = not tested or not shown. This is a subset; the hit share may differ from the screen's.

structure,sdo1 growth,sdo1 growth Rescue 24 h,Insulin prom inh
O=C(O)C1Cc2ccccc2CN1C(=O)COc1ccc(Cl)cc1Cl (configuration not stated),.,.,-15
COc1cccc(NC(=S)NN=C2CCC(C(C)(C)C)CC2)c1 (configuration not stated),.,.,-30
N#Cc1cc(C(=O)c2cc(Br)ccc2O)cn(C2CC2)c1=O,-0.61,-0.65,.
O=C(NCc1ccccc1Cl)C1CCN(C(=O)c2sccc2-n2cccc2)CC1,0.39,0.45,?
Cc1ccc(CNC(=O)c2ccc(N3CCc4ccccc43)c([N+](=O)[O-])c2)cc1,0.24,0.9,9
CCOC(=O)C(C)On1c(-c2ccc(Cl)cc2)nc2ccc([N+](=O)[O-])cc21 (configuration not stated),-0.62,-0.47,3
COc1cccc(OC)c1-c1nn2c(-c3ccccc3Cl)nnc2s1,-1.5,-0.34,.
CN(CC(=O)NC(=O)NCc1ccccc1)Cc1ccc(Cl)c(Cl)c1,-1.1,-0.07,-83
Cc1cccc(C)c1NC(=O)C1(NC(=O)C2CCCN2C(=O)OC(C)(C)C)CCCCC1 (configuration not stated),0.44,0.18,-171
O=C(c1cc2ccccc2oc1=O)N(Cc1ccco1)C1CCS(=O)(=O)C1 (configuration not stated),0.01,-0.7,-3
O=C(NCC1CCCO1)C(c1cccnc1)N(C(=O)Cc1cccs1)c1ccccc1 (configuration not stated),0.23,0.32,7
CCOC(=O)CC(NC(=O)c1cc2ccccc2oc1=O)c1cccc([N+](=O)[O-])c1 (configuration not stated),-0.61,-0.6,-32
O=C1Cc2ccccc2C(=O)N1CCc1ccccc1,0.98,1.8,.
COc1ccc(S(=O)(=O)/N=C2/NC(=O)/C(=C\c3cc(OC)c(OC)cc3[N+](=O)[O-])S2)cc1,0.71,-0.31,37
CCOC(=O)N1CCN(C(=O)CS(=O)(=O)c2cn(Cc3ccccc3C)c3ccccc23)CC1,-1.4,0.21,-125

The final 3 records of the section above are carried over, then new ones follow:
structure,sdo1 growth,sdo1 growth Rescue 24 h,Insulin prom inh
O=C1Cc2ccccc2C(=O)N1CCc1ccccc1,0.98,1.8,.
COc1ccc(S(=O)(=O)/N=C2/NC(=O)/C(=C\c3cc(OC)c(OC)cc3[N+](=O)[O-])S2)cc1,0.71,-0.31,37
CCOC(=O)N1CCN(C(=O)CS(=O)(=O)c2cn(Cc3ccccc3C)c3ccccc23)CC1,-1.4,0.21,-125
O=C(Oc1ccc(Br)cc1C(=S)N1CCCC1)c1ccccc1F,-0.05,0.14,40
O=C(CNC(=O)Cc1ccccc1)NCC(=O)OCc1ccc(C(=O)c2ccccc2)cc1,1.4,1.6,.
O=C(O)c1ccccc1-c1nc2ccccc2n1-c1ccccc1,1.1,-0.47,.
Cc1cc(C)nc(N2CCC(C(=O)NC3CCCc4ccccc43)CC2)n1 (configuration not stated),-0.79,-0.4,-52
Cc1ccc(S(=O)(=O)c2c(C)nn(C(C)(C)C)c2OC(=O)C(C)(C)C)cc1,0.06,-0.1,28
CCOC(=O)CC1=C(C(=O)OCC)C(c2cc(OC)c(OC)cc2OC)C(C#N)=C(N)O1 (configuration not stated),1.2,1.5,-26
COC(=O)CNC(=O)CNC(=O)Nc1ccccc1Cl,0.69,0.28,.
Cc1cc(S(=O)(=O)N(Cc2ccccc2F)C2CC2)ccc1-n1cnnn1,.,.,-61
CC(O/N=C/c1ccc(OC(F)F)cc1)C(=O)Nc1cccc(S(=O)(=O)N2CCOCC2)c1 (configuration not stated),-0.42,-0.88,.
Cc1ccc(OC(=O)c2sc3ncn(C)c(=O)c3c2C)cc1,.,.,-14
O=C(NCCNC(=O)c1cc(OCC(F)(F)F)ccc1OCC(F)(F)F)Nc1ccc(Cl)cc1,-1.2,-0.01,.
CCC(C)N(C)Cc1cccc(C2(O)CCN(S(=O)(=O)c3ccc(F)c(C)c3)CC2)c1 (configuration not stated),1.2,1.2,0
Cc1ccc(N2CC(O)(c3cccs3)[N+]3=C2CCCC3)cc1 (configuration not stated),.,.,-35
COc1ccc(C(=O)NCCSc2ccccn2)cc1,1.4,1.4,-4
O=C(NC1CCCCC1)c1cc(-c2ccco2)on1,-1,-0.16,.
CCCCNC(=O)CCC(=O)Nc1ccc2nc(N3CCOCC3)cc(C)c2c1,0.42,-0.28,.
O=C(CCc1nnc(CCCCc2ccccc2)o1)NCCN1CCOC1=O,.,.,0
CCOC(=O)c1ccc(CNCc2ccc(Br)cc2)cc1,-0.53,-0.44,0
CN(C)/C=C1/N=C(c2ccccc2)OC1=O,0.65,1.5,3
CCOC(=O)N1CC=C2C(C#N)=C(N)C(C#N)(C#N)[C@H](c3ccccc3OCC)[C@H]2C1,-0.87,-0.98,9
COc1ccc(Nc2nccc3c2nnn3C)cc1,-0.72,-0.92,.
O=C1C2C3CC(C(Br)C3Br)C2C(=O)N1c1ccccn1 (configuration not stated),1.8,1.4,-39
Cc1nc(NC(C)c2ccccc2)c2oc3ccccc3c2n1 (configuration not stated),-2.5,-1.8,17
OC(Cn1cncn1)(c1ccccc1)c1ccccc1,-1.9,-1.2,43
Cn1c(N)c(C(=O)c2ccc(F)cc2F)c(=O)n(C)c1=O,0.47,-0.45,.
N#Cc1nc(COc2ccc(Br)cc2)oc1NCCCn1ccnc1,0.81,0.81,.
Cc1cnc(NC(=O)CN2CCN(c3ccccn3)CC2)s1,0.3,-0.11,-10
CNC(=O)CCC(=O)Nc1ccc(C(=O)OC)cc1,1.5,-0.14,.
N#CCn1c(C2CCCCC2)nc2ccccc2c1=O,0,-0.45,.
COC(=O)c1sccc1NC(=O)CN(C)NS(=O)(=O)c1ccc(Cl)cc1,-1,-1.3,11
Cc1ccc(S(=O)(=O)CC(=O)NC2CC2)cc1,1.2,1.3,-3
O=C(NCc1cccnc1)c1cccc(C(F)(F)F)c1,0.58,0.2,-75
O=C(NC1CCCC1)C(c1ccccn1)N(C(=O)c1csnn1)C1CC1 (configuration not stated),0.95,1.2,.
Cc1ccc(C)c(-n2c(=O)c(C#N)cc3c(=O)n4ccccc4nc32)c1,.,.,-22
O=C(CN1CCN(CCC(=O)Nc2ccccc2F)CC1)Nc1ccc(Cl)cc1,0.72,0.68,.
Cc1cccc(OCCCC(=O)NC(C)C)c1,1.4,1.1,-54
CC(=O)Nc1cccc(Oc2nc(C)cc(C)c2C#N)c1,-0.76,-0.53,.
COC(=O)C12CCC3(SCCS3)C(C(=O)OC)(CCC13SCCS3)C2,-0.76,-1.6,26
O=C(Nn1cnnc1)c1ccccc1-c1ccccc1,0.83,0.44,-26
Cc1cc(C)n(-c2ccc(C(=O)OCn3nnc4ccccc4c3=O)cc2)n1,-1.2,-0.48,.
COc1ccc(NC(=O)CCC(=O)c2cccs2)cc1S(=O)(=O)Nc1ccc(Cl)cc1,0.78,1.1,.
COc1ccccc1NC(=O)C1=C(C)NC(=O)NC1c1ccccc1[N+](=O)[O-] (configuration not stated),.,.,-67
COc1ccc2oc(-c3ccc(C)c(NC(=O)CSc4ccc(Cl)cc4)c3)nc2c1,0.55,1.9,-33
c1ccc2c(-n3cccn3)cccc2c1,0.35,0.51,55
CCN(CC)C(=O)Cn1c(=O)n(-c2ccc(CC(=O)NCc3ccccc3)cc2)c(=O)c2sccc21,.,.,20
C=CCn1c(=N)c(C(=O)NCCCOC)cc2c(=O)n3cc(C)ccc3nc21,0.43,-0.01,.
O=C(CN1C(=O)c2ccccc2C1=O)NNC1=NS(=O)(=O)c2ccccc21,-0.64,-0.63,-43
CCNC(=O)CN(c1ccc(Cl)cc1)S(=O)(=O)c1ccccc1,-0.07,0.07,42
O=C(CSc1nc2c(sc3ccccc32)c(=O)n1Cc1ccco1)NCC1CCCO1 (configuration not stated),-0.77,0.54,-21
CCC(=O)Nc1ccc(C(=O)Cn2nc(C(=O)O)c3ccccc3c2=O)cc1,-1,-0.4,.
CCOC(=O)c1nnc(-c2ccccc2)nc1NCc1ccc(Cl)cc1,-0.87,-0.23,-13
Cc1cc(NC(=O)CCCC(=O)N(CC(=O)NC2CCCCC2)c2ccccc2)no1,-0.47,-1.8,-59
O=C(C1CCC(=O)N1Cc1cccnc1)N1CCN(c2ccc(F)cc2)CC1 (configuration not stated),0.62,0.37,.
CCN(CC)S(=O)(=O)c1cccc(-c2nnc(SCC(=O)c3cc(C)n(C)c3C)o2)c1,-0.87,-0.19,21
CCCS(=O)(=O)NCCc1cc2c(OC)ccc(OC)c2[nH]c1=O,0.58,-0.59,55
CCC(=O)Nc1ccc(NC(=S)NC(=O)c2oc3ccccc3c2C)cc1,-1.1,0.76,7
COc1nnc(OC)c2ccccc12,0.05,-0.25,-18
COc1ccccc1OCc1ccc(C(=O)N2N=C(C(F)F)CC2(O)C(F)F)o1 (configuration not stated),-0.61,-0.73,-23
O=C(NC(=S)Nc1ccc(CN2CCOCC2)cc1)c1cccc([N+](=O)[O-])c1,-0.39,-0.65,20
C/C(=N\Nc1ccc(C(=O)O)cc1)c1nc2ccccc2n1C,0.94,0.02,-6

Following part:
structure,sdo1 growth,sdo1 growth Rescue 24 h,Insulin prom inh
CCc1ccc(C2CC(c3ccco3)=NN2S(C)(=O)=O)cc1 (configuration not stated),0.22,0.02,-19
CCOc1ccc(NC(=O)COc2ccc(C(=O)NCCc3ccccc3)cc2)cc1,0.53,0.8,.
Cn1ccnc1SC(=O)N1c2ccccc2Sc2ccccc21,-1.1,-1.4,-32
CCCC1(C(=O)OCC)NC(c2ccc(OC)cc2OC)C2C(=O)N(c3ccc4c(c3)OCCO4)C(=O)C21 (configuration not stated),0.62,0.89,17
CCCCn1c(SCC(=O)N2CCC(C(=O)OCC)CC2)nc2cc(S(N)(=O)=O)ccc21,0.95,0.34,-94
O=C(NCCCn1ccnc1)C(=O)NCC1OCCN1S(=O)(=O)c1ccc(Cl)cc1 (configuration not stated),-0.19,0.1,5
FC(F)(F)c1cc(-c2ccc(Cl)cc2)nc(NCc2cccnc2)n1,-1.4,-0.99,-15
CN(C)S(=O)(=O)c1ccc(N2CCCC2)c(C(=O)Nc2ccc(N3CCOCC3)cc2)c1,-0.5,-0.78,35
Cc1nc2cc(-c3cccc(F)c3)nn2c(N2CCN(C(=O)c3ccco3)CC2)c1C,-0.22,-0.81,4
NS(=O)(=O)c1ccc(CCNC(=S)Nc2ccc(S(N)(=O)=O)cc2)cc1,0.45,-0.01,-18
O=C(O)c1cccc(N/N=C/c2sc(N3CCOCC3)nc2-c2ccccc2)c1,0.53,-0.25,47
CN(Cc1nc(-c2cnccn2)no1)Cc1n[nH]c2c1CCCC2,.,.,10
CC(=O)c1cccc2c(O)c(C3=Nc4ccccc4C3=O)[nH]c12,-1.7,1,-206
COC(=O)c1sc(NC(=O)CSc2nnc(Cn3nnc4ccccc43)n2C)nc1C,1.2,0.97,.
Cc1oc2ccc(O)cc2c1C(=O)OC(C)C,-0.24,-0.31,-14

Taken from above:
Reading of FC(F)(F)c1cc(-c2ccc(Cl)cc2)nc(NCc2cccnc2)n1 in sdo1 growth Rescue 24 h: -0.99
Reading of CC(=O)c1cccc2c(O)c(C3=Nc4ccccc4C3=O)[nH]c12 in sdo1 growth Rescue 24 h: 1

New compounds follow
structure,sdo1 growth,sdo1 growth Rescue 24 h,Insulin prom inh
COc1ccccc1CC(=O)Nc1ccc(-c2noc(COc3cccc(C)c3C)n2)cc1,-0.81,-0.25,.
CC(C)(Cl)C1Cc2cc3ccc(=O)oc3cc2O1 (configuration not stated),1.3,0.39,-33
N#CC1=C(Nc2ccccc2)SC=C(c2ccc(F)cc2)N=C1N1CCOCC1,0.02,-0.06,-24
O=C(NCc1ccncc1)c1ccc(Oc2ccccc2)cc1,.,.,28
COc1cccc(C(=O)NC(=S)Nc2ccc([N+](=O)[O-])cc2C)c1,-0.28,0.28,-3
CCC(=O)n1nc(-c2ccccc2)nc1NCc1ccccc1,-0.78,-1.2,86*
COc1ccc(CN2CCS(=O)(=O)CC2)cc1OC,.,.,15
Cc1cc(C(=O)N/N=C/c2ccc(O)c([N+](=O)[O-])c2)n[nH]1,1.4,1.5,.
COC(=O)c1nnn(-c2ccccc2)c1N,-0.97,-1.5,-198
Cc1ccc2[nH]c(=O)c(C3=NN(C(=O)CCC(=O)O)C(c4cccs4)C3)c(-c3ccccc3)c2c1 (configuration not stated),0.81,0.94,18
CCN(CC)S(=O)(=O)c1cccc(C(=O)Nc2cc(C)nn2-c2ccccc2)c1,1.7,2.4,.
CN1CCN(C(=O)Cn2c(C(F)(F)F)nc3ccccc32)CC1,0.07,-0.27,-164
C=CCn1c(SCc2csc(C)n2)nc2sc3c(c2c1=O)CCCCC3,-0.24,2,34
CC(=O)Nc1ccc(NC(=O)c2ccccc2N(C)S(C)(=O)=O)cc1,0.06,-0.42,-50
COCC(=O)N/N=C/c1ccc(Sc2nc3ccccc3s2)o1,-0.04,-0.11,.
CCCc1cc(=O)oc2cc(OCC(=O)N3CCc4ccccc43)ccc12,-1.1,-0.32,-28
Cc1nn(C)c(C(=O)N2CCc3ccccc32)c1Cl,0.78,0.2,38
CCOC(=O)c1sc(NC(=O)c2ccc(S(=O)(=O)N(C)C)cc2)cc1C,-0.82,-1.6,11
